Screens: PubChem BioAssay, National Center for Advancing Translational Sciences (NCATS)
HCMV inh: qHTS Assay for inhibitors of the human cytomegalovirus (HCMV). HFF cells, HCMV-luciferase reporter, 72 h; stronger effect = lower value. activity change, negative = inhibition, % at 57.5 µM. 410,000 tested, 4.5% active; in the data active means activity change below about -60%; inconclusive means no clear call, values can overlap the other calls; inactive means above about -39%
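Two-dose cell screen: HFF monolayers treated with compounds and infected with luciferase-expressing HCMV at 1 PFU/cell, 72 h at 37C, then lysed for luciferase measurement.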
AMA1 RON2 block: qHTS for Inhibitors of AMA1-RON; Towards Development of Antimalarial Drug Lead: Primary Screen. AlphaScreen AMA1-biotinylated RON2 peptide binding. 360,000 tested, 0.2% active. Plasmodium falciparum AMA1 (3D7) - RON2 peptide interaction. Potency, µM (series often up to 58.2 µM), for the others: at the highest dose activity change, negative = inhibition, actives largely listed as inhibitors;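 further: potency means the concentration at half of the fitted maximal effect; 0% = vehicle wells and -100% = peptide control; nearly all actives have a fitted effect of over 45% in size; some results filed as inactive show a strong effect at the top dose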
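AMA1 (3D7) with his tag at 25 nM final met compounds first, then biotinylated RON2 peptide at 25 nM; detection used donor plus acceptor beads, 10 µg/mL apiece, read by AlphaScreen after 30 min at room temperature.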
AmpC inh detg: qHTS Inhibitors of AmpC Beta-Lactamase (assay with detergent) | P00811 | AmpC hydrolysis of nitrocefin, absorbance 480 nm, 0.01% Triton | Potency, µM (titrated, usually from 114 µM), inactives show at the top dose activity change, negative = inhibition, most hits filed as inhibitors | 370,000 tested, 0.041% active;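 further: potency means the concentration at half of the fitted maximal effect; 0% = no-compound wells and -100% = no-enzyme wells; nearly all actives have a fitted effect of over 25% in size; some results filed as inactive show a strong effect at the top dose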
Target sequence (P00811 whole entry, looked up): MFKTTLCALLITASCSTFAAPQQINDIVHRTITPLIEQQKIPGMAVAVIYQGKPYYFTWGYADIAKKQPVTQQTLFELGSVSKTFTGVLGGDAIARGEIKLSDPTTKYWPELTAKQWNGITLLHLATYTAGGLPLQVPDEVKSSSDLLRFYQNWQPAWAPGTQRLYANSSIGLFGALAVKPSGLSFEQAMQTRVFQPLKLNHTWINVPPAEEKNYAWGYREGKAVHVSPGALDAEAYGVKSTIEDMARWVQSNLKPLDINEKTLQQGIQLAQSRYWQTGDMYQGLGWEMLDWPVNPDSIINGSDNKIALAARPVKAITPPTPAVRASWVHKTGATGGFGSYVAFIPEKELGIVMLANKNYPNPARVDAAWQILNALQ
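AmpC (5.3 nM in the dispensed reagent) in 20 mM phosphate pH 7.0 with 0.01% (detergent screen) or 0.0001% Triton X-100 was preincubated with compounds for 15 min at room temperature. Nitrocefin was then added from an 800 uM solution, and hydrolysis was followed at 480 nm.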
TbPYK inhibitor: qHTS of Trypanosoma Brucei Inhibitors; pyruvate kinase (Trypanosoma brucei), Q57TT1; Potency, µM (series often up to 76.8 µM), inactives show at the top dose activity, negative = inhibition, usual class: inhibitors; TbPYK enzyme, Kinase-Glo Plus ATP luminescence, 45 min; 410,000 tested, 0.12% active; further: potency means the concentration at half of the fitted maximal effect; nearly all actives have a fitted effect of over 50% in size
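Luminescence from Kinase-Glo Plus, added after a 45-minute room-temperature reaction, served as the end-point read-out. The enzyme and substrate were preincubated with compound before ADP (130 uM final) initiated turnover. Concentration-effect curves came from normalized qHTS data.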
LmPK inh: qHTS Assay for Inhibitors of Leishmania Mexicana Pyruvate Kinase (LmPK); purified LmPK, Kinase-Glo ATP luminescence, 1 h; Potency, µM (highest dose often 57.5 µM), without a hit: top-dose activity change, negative = inhibition, usual class: inhibitors; 290,000 tested, 0.37% active; AID 1721, 2009; further: potency means the concentration at half of the fitted maximal effect
Target sequence (Q27686 whole entry, looked up): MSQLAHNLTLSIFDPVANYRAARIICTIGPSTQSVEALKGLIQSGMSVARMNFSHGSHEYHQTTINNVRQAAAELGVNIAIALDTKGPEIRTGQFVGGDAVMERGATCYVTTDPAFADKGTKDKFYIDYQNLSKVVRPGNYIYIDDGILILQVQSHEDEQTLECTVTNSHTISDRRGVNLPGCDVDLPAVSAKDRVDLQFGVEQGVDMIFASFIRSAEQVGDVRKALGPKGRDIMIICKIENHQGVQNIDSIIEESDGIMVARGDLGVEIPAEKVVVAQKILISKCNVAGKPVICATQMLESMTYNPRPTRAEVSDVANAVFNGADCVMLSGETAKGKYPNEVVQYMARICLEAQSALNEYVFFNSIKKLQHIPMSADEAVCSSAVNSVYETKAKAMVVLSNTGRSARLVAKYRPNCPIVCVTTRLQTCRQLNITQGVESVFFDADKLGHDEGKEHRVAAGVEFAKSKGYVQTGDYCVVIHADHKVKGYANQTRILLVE
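0.1 nM LmPK, 0.5 mM PEP, 0.1 mM ADP; 50 mM imidazole pH 7.2, 7 mM MgCl2, 50 mM KCl; 1 h RT. Kinase-Glo luminescence readout, normalized to no-enzyme (full inhibition) and uninhibited wells.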
AmpC inh no detg: qHTS Inhibitors of AmpC Beta-Lactamase (assay without detergent). P00811. 330,000 tested, 0.52% active. Potency, µM (series often up to 57.1 µM), for inactives: at the highest dose activity change, negative = inhibition, hits mostly inhibitors. AmpC nitrocefin hydrolysis, absorbance 480 nm, 0.0001% Triton;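 further: potency means the concentration at half of the fitted maximal effect; plate controls were no compound for no effect and no enzyme for full effect; nearly all actives have a fitted effect of over 20% in size; some results filed as inactive show a strong effect at the top dose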
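20 mM phosphate pH 7.0 + 0.01% (detergent screen) or 0.0001% Triton X-100; 5.3 nM AmpC reagent; cpd preinc 15 min RT; nitrocefin (800 uM stock) to start; A480 q20 s × 4 min; Activity was normalised to no-enzyme and no-compound control wells.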
HCV inhibitor: qHTS Assay for Inhibitors of Hepatitis C Virus (HCV); 340,000 tested, 3.4% active; Potency, µM (series often up to 41.8 µM), inactives show at the top dose activity change, negative = inhibition, most hits filed as inhibitors; Huh7.5.1 HCVcc-Cre infection, luciferase reporter, 44 h; further: potency means the concentration at half of the fitted maximal effect
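Cells seeded at 1,000/well and cultured 4 h, then compounds added followed by HCVcc-Cre virus (~0.5 moi). After 44 h further culture, luciferase substrate was added, plates held 15 min at room temperature, and luminescence read for 15 sec.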
The depositor's hits bear a star; ? = inconclusive; . = not tested or not shown; [ ] = remark or other dose. Unless noted, the call rests on the fitted dose curve; in most records, active means well fitted curve in the direction sought with a large enough effect; inconclusive means small, poorly fitted or top-dose-only effect, or another doubt; inactive means no such curve, though single readings can be large; an effect the other way counts as inactive or inconclusive. Unless noted, on the % scale 0 is the no-effect control and ±100 the full control effect.

A first look:
| molecule | HCMV inh | AMA1 RON2 block | AmpC inh detg | TbPYK inhibitor | LmPK inh | AmpC inh no detg | HCV inhibitor |
| --- | --- | --- | --- | --- | --- | --- | --- |
| CCOc1ccc(-c2nc(N)ncc2-c2ccc(OC)cc2)c(O)c1 | 23 | -7% | ? | -6% | 1% | -3% | ? |
| CCOC(=O)N1CCN(C(=O)COCc2cc(-c3ccc4c(c3)OCO4)on2)CC1 | -34 | 6% | -2% | 1% | 4% | 66%[activator] | -6% |
| CCOC(=O)C1(CCc2ccccc2)CCN(C(=O)CCn2cnnn2)CC1 | 12 | 0% | 1% | 0% | 6% | 1% | 8% |
| COc1c(/C=N/Nc2ccc(C(=O)O)cc2)c(CCN(C)C(C)=O)cc2c1OCO2 | ? | -2% | -7% | -4% | -6% | -12% | 7% |
| CCOc1ccc(CCNC(=O)c2ccc3c(c2)N(Cc2ccccc2F)C(=O)c2ccccc2S3=O)cc1OCC (stereo not drawn) | -7 | . | -3% | 3% | . | . | . |
| Cc1cccc(N(CC(=O)N2CCN(c3ccc(F)cc3)CC2)S(C)(=O)=O)c1C | 19 | -5% | 1% | 2% | 4% | 107%[activator] | 1% |
| CCCCN(C(=O)c1cccc(-c2ccc(OC(C)=O)cc2)c1)c1c(N)n(CCC)c(=O)[nH]c1=O | 6 | 0% | . | 1% | . | 25% | 4% |
| CCN1/C(=C/C=C/c2oc3ccc(-c4ccccc4)cc3[n+]2CC)Oc2ccc(-c3ccccc3)cc21 | -97* | ? | -7% | -4% | -9% | 123%[activator] | 0.89µM* |
| NS(=O)(=O)c1ccc(CNC(=S)NC2CC2)cc1 | ? | -16% | 2% | -10% | 5% | -12% | 6% |

This part in full, previewed entries included:
| molecule | HCMV inh | AMA1 RON2 block | AmpC inh detg | TbPYK inhibitor | LmPK inh | AmpC inh no detg | HCV inhibitor |
| --- | --- | --- | --- | --- | --- | --- | --- |
| CCOc1ccc(-c2nc(N)ncc2-c2ccc(OC)cc2)c(O)c1 | 23 | -7% | ? | -6% | 1% | -3% | ? |
| CCOC(=O)N1CCN(C(=O)COCc2cc(-c3ccc4c(c3)OCO4)on2)CC1 | -34 | 6% | -2% | 1% | 4% | 66%[activator] | -6% |
| CCOC(=O)C1(CCc2ccccc2)CCN(C(=O)CCn2cnnn2)CC1 | 12 | 0% | 1% | 0% | 6% | 1% | 8% |
| COc1c(/C=N/Nc2ccc(C(=O)O)cc2)c(CCN(C)C(C)=O)cc2c1OCO2 | ? | -2% | -7% | -4% | -6% | -12% | 7% |
| CCOc1ccc(CCNC(=O)c2ccc3c(c2)N(Cc2ccccc2F)C(=O)c2ccccc2S3=O)cc1OCC (stereo not drawn) | -7 | . | -3% | 3% | . | . | . |
| Cc1cccc(N(CC(=O)N2CCN(c3ccc(F)cc3)CC2)S(C)(=O)=O)c1C | 19 | -5% | 1% | 2% | 4% | 107%[activator] | 1% |
| CCCCN(C(=O)c1cccc(-c2ccc(OC(C)=O)cc2)c1)c1c(N)n(CCC)c(=O)[nH]c1=O | 6 | 0% | . | 1% | . | 25% | 4% |
| CCN1/C(=C/C=C/c2oc3ccc(-c4ccccc4)cc3[n+]2CC)Oc2ccc(-c3ccccc3)cc21 | -97* | ? | -7% | -4% | -9% | 123%[activator] | 0.89µM* |
| NS(=O)(=O)c1ccc(CNC(=S)NC2CC2)cc1 | ? | -16% | 2% | -10% | 5% | -12% | 6% |
| Cc1ccc(Cn2cccc(C(=O)Nc3cc([N+](=O)[O-])ccc3C)c2=O)cc1 | 9 | . | 2% | 1% | . | . | . |
| O=C(O)c1ccc(Cl)c(S(=O)(=O)Nc2ccc3[nH]c(=O)[nH]c3c2)c1 | 1 | 0% | -12% | -5% | 8% | -16% | 24% |
| COCCn1nnnc1C(c1cccc(C(F)(F)F)c1)N1CCN(Cc2ccccc2)CC1 (stereo not drawn) | -15 | 1% | -6% | -1% | 13% | 115%[activator] | 10% |
| Cc1cnn(CCC(=O)NNC(=S)Nc2ccccc2)c1 | 12 | 38%[activator] | 1% | -7% | 2% | -15% | 3% |
| O=C(Nc1ccc(N2CCOCC2)cc1)c1ccc(Cl)cc1N1CCCC1=O | -14 | -27% | 3% | 2% | . | -9% | 4% |
| CCN1CCN(c2ccc(S(=O)(=O)N3CCCCC3)cc2NC(=O)c2ccc(C)o2)CC1 | . | -5% | ? | -13% | . | 51% | -8%[8.37 µM] |
| Cc1c(C(=O)Nc2ccc(S(=O)(=O)N(C)C3CCN(C)CC3)cc2)oc2c(Cl)cccc12 | -35 | -7% | ? | 3% | . | 178%[activator] | 2µM* |
| O=C(CSc1nc2ncccc2[nH]1)NCc1ccco1 | 0 | -10% | 2% | 1% | 12% | -20% | 17% |
| C=CCOc1ccc(/C=C/C(=O)OCC(=O)N(C)CC(=O)Nc2ccccc2Cl)cc1 | -29 | 1% | ? | -1% | . | ? | 0%[8.37 µM] |
| CC(C)(C)OC(=O)N1CCCN(C(c2ccnc3ccccc23)c2nnnn2-c2ccc3c(c2)OCCO3)CC1 (stereo not drawn) | -19 | -17% | . | 9% | . | . | . |
| CCCCCCCSc1nc(N)cc(=O)[nH]1 | -3 | 4% | ? | 5% | 3% | -19% | 18% |
| COC(=O)Nc1ccc(S(=O)(=O)N2CCCC(C(=O)N3CCN(C)CC3)C2)cc1 (stereo not drawn) | 0 | 0% | 3% | -4% | 0% | 1% | -2% |
| C1CN(c2nc(N3CCOCC3)nc(N3CCOCC3)n2)CCO1 | . | 2% | 8% | 5% | 0% | -8% | 18% |
| COC(=O)c1ccc(COc2ccccc2/C=C(\C#N)C(=O)Nc2c(C)cc(C)cc2C)cc1 | -93* | 4% | -9% | -15% | 6% | -11% | ? |
| CC(=O)O[C@@H]1[C@@H](O)[C@@H](O)[C@H](Oc2c(-c3ccc(O)cc3)oc3c(CC=C(C)C)c(O)cc(O)c3c2=O)O[C@H]1C | . | -21% | . | -1% | . | . | -30% |
| O=c1[nH]c2ccccc2nc1/C=C/c1ccc(Cl)cc1 | 17 | 4% | 5% | -24% | -2% | -27% | 19% |
| CCCSc1oc(-c2cccs2)nc1S(=O)(=O)c1ccc(C)cc1 | -24 | . | 13% | -2% | . | . | . |
| O=C(CCCOc1ccc(Cl)cc1Cl)NCCCO | 57 | 7% | -13% | -4% | -1% | 2% | -23% |
| Cc1cc(C)cc(NC(=S)N2CCN(CCO)CC2)c1 | -14 | -1% | 1% | -10% | -2% | -14% | 2% |
| CC(C)CC(=O)Nc1nnc(SCC(=O)NCC2CCCO2)s1 (stereo not drawn) | 31 | 3% | -10% | -8% | -2% | -17% | 10% |
| Cc1ccc(-n2ncc(C(=O)N3CCN(c4cccc(C)c4)C(C)C3)c2C2CCN(C(=O)OC(C)(C)C)CC2)cc1 (stereo not drawn) | 0 | . | 0% | 1%[15.4 µM] | . | . | . |
| CCN(CC)c1nc(N(CC)CC)[nH]c(=O)n1 | -6 | ? | . | -6% | . | . | -12% |
| CC1CCCCC1n1c(-c2cccnc2)n[nH]c1=S (stereo not drawn) | -30 | 107%[activator] | -5% | 11µM* | 20µM* | -22% | 23% |
| CCc1nnc(NC(=O)CSc2ccc(Cl)cc2)s1 | -8 | 15% | 0% | 0% | -1% | -30% | 18% |
| COCCn1c(SCC(=O)Nc2ccccc2C(F)(F)F)nc2ccccc2c1=O | -18 | 2% | -10% | 0% | 2% | 53% | 14% |
| CCOC(=O)C1CCCN(C(=O)Cn2cccc2C(=O)c2ccccc2)C1 (stereo not drawn) | 8 | 0% | -7% | -1% | 2% | 31% | 0% |
| COc1ccc(NC(=O)CN(c2c(C)cccc2C)S(C)(=O)=O)cc1 | 82 | 6% | 5% | 0% | 9% | -2% | 5% |
| COC(=O)c1ccc(COC(=O)c2cc3ccccc3oc2=O)cc1 | -12 | 12% | -8% | 0% | 1% | -22% | -5% |
| COc1cc(NS(=O)(=O)c2ccc3c(c2)oc(=O)n3C)cc(OC)c1OC | ? | -16% | ? | 2% | 3% | -13% | 10µM* |
| COc1ccccc1CNC(=O)c1cc(-c2ccccc2C)n(CC2CC(c3cccc([N+](=O)[O-])c3)=NO2)n1 (stereo not drawn) | 0 | 7% | -10% | -1% | . | -21% | ? |
| Cc1oc2c(c1C(=O)NCc1ccccc1)CCCC2 | -29 | 7% | -6% | 2% | -1% | -22% | -11% |
| CCOc1ccccc1/C=C/c1onc(C)c1S(=O)(=O)N1CCC(C(=O)NC(C)(C)C)CC1 | -32 | -8% | -2% | 0% | 11% | 119%[activator] | ? |
| COc1ccc(O)c(C(=O)c2cc(C#N)c(=O)n(CC3CCCO3)c2)c1 (stereo not drawn) | 5 | -5% | -1% | -9% | -3% | -24% | -5% |
| O=C(O)c1nccnc1C(=O)N1CCN(c2ccccc2)CC1 | -30 | -1%[2.32 µM] | ? | -8% | -1% | -32% | 6% |
| O=C(CN1CCC(n2nnc3cc(F)ccc32)CC1)NCCc1nc2ccccc2[nH]1 | -40 | 49%[activator] | ? | -2% | -5% | 1% | ? |
| Cn1ccc2c(N3CCCCCCC3)cc3c(c21)C1CCC3O1 (stereo not drawn) | -8 | 25µM* | . | -15% | . | . | . |
| Cc1ccc(OCCn2cc(/C=N/NC(=O)c3ccncc3)c3ccccc32)cc1 | -4 | 11% | -5% | 5% | 1% | 68%[activator] | -20% |
| CC(=O)Nc1cccc(-c2nc3ccc(NC(C)=O)cc3s2)c1 | -26 | -6% | -8% | 4% | -13% | -8% | ? |
| COc1ccccc1CCNC(=O)c1ccc2c(c1)c(C)c(C)n2C | 0 | . | -2% | -6%[15.4 µM] | . | . | . |
| O=C(COC(=O)c1ccc(Cl)nc1)NCCc1ccc(Cl)cc1 | 34 | -22% | . | -8% | . | -2% | 15% |
| CC1=Nc2cc(C(=O)NCC3CCCO3)ccc2Sc2ccc(Br)cc21 (stereo not drawn) | ? | -4% | 4% | 4% | 6% | 146%[activator] | -30% |
| COc1ccc(C(=O)O)cc1NCc1ccc(C)s1 | 18 | 5% | ? | 1% | -2% | -11% | 10% |
